Bioassay records from PubChem.
Tau ThT inhib – blocks human tau fibril formation measured by thioflavin T | P10636 | recombinant tau K18 P301L (four-repeat tau fragment), heparin-induced fibrillization, ThT fluorescence | Potency, µM (top dose mostly 57.4 µM), for the others: at the top dose activity, negative = inhibition, actives largely listed as inhibitors | hit rate 2.1% among 270,000; further: on the % scale 0 is the no-effect control and ±100 the full control effect; nearly all actives have a fitted effect of over 55% in size
Target sequence (P10636 561-689 P618L limits assumed): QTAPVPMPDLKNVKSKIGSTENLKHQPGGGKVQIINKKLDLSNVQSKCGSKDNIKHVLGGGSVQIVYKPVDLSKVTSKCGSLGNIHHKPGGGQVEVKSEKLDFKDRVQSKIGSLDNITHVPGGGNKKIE
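Tau K18 P301L fragment (15 uM unlabeled plus 0.24 uM Alexa 594-labeled) in 100 mM sodium acetate pH 7 with compound, fibrillization induced by 20 uM heparin for 6 hr at 37 C. Thioflavin T (30 uM) added, fluorescence read after 1 hr (ex 450, em 510 nm).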
LMNA splice mod – modulators of lamin A splicing; Potency, µM (highest dose often 46.1 µM), without a hit: top-dose ratio change, negative = inhibition, most hits filed as inhibitors; hit rate 0.01% among 200,000; HeLa LMNA splicing GFP/RFP minigene ratio, 48 h; active means well fitted inhibition curve with a large enough effect in the signal ratio, with a control signal flat, not every such curve was filed as active; inconclusive means small, poorly fitted or top-dose-only effect, or effect the other way, or a change in a side signal; the % refers to the signal ratio; further: on the % scale 0 is the no-effect control and ±100 the full control effect
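S3 HeLa stable clones carrying a lamin A-EGFP splicing minigene plus DsRed2 were seeded at 600 cells/well in Opti-MEM with 2% FBS, pin-dosed and incubated 48 h at 37°C. Acumen cytometry (488 nm) gave the GFP/RFP total-intensity ratio.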
Luc counter – counter-screen: inhibitors of Kinase-Glo firefly luciferase. hit rate 0.28% among 200,000. Potency, µM (series often up to 38.3 µM), for the others: at the highest dose activity change, negative = inhibition, usual class: inhibitors. Kinase-Glo luciferase, ATP luminescence, 8 min; further: on the % scale 0 is the no-effect control and ±100 the full control effect; nearly all actives have a fitted effect of over 60% in size
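Recombinant Kinase-Glo luciferase, 10 uM ATP (linear range), luciferin; imidazole pH 7.2 / KCl / MgCl2 / Tween / BSA buffer; 8 min RT; luminescence.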
ALDH1A1 block – blocks purified human ALDH1A1 activity; Purified ALDH1A1, NADH fluorescence, propionaldehyde substrate; Potency, µM (titrated, usually from 75.3 µM), for the others: at the highest dose activity, negative = inhibition, usual class: inhibitors; hit rate 7.3% among 220,000; AID 1030; active means well fitted inhibition curve with a large enough effect, not every such curve was filed as active; inconclusive means small, poorly fitted or top-dose-only effect, or another doubt; inactive means no such curve, though single readings can be large or run the other way;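 further: plate controls were no enzyme wells and a reference inhibitor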
SMN2 splice enh – SMN2 splice variant enhancement | HEK293 SMN2-luciferase splicing reporter, luminescence, 30-36 h | Potency, µM (top dose mostly 46.1 µM), inactives show at the top dose activity change, positive = activation, usual class: activators | hit rate 2.8% among 210,000 | AID 1458; further: % of control where 0% means no effect; nearly all actives have a fitted effect of over 55% in size
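qHTS luciferase splicing reporter: luminescence rises when SMN2 exon 7 is included in transfected HEK293 cells. Compound exposure lasted 30-36 h at 37C, with 4.5 mM final sodium butyrate as control, followed by a ONE-Glo read.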
RECQ1 helicase – RECQ1 (human) helicase inhibition | hit rate 0.54% among 240,000 | RECQ1 DNA unwinding, red fluorescence kinetic read | AID 2549 | P46063 | Potency, µM (highest dose often 57.3 µM), inactives show at the top dose activity, negative = inhibition, hits mostly inhibitors;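 further: plate controls were vehicle for no effect and no enzyme for full effect; nearly all actives have a fitted effect of over 30% in size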
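50 nM RECQ1T1 preincubated 15 min with compound in Tris pH 8.0 buffer with MgCl2, DTT, Tween-20 and 2.5 ug/ml poly(dI-dC); started with 200 nM TAMRA/BHQ-2 forked duplex and 2 mM ATP. Unwinding read as fluorescence (525/598 nm), two reads 2 h apart.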
KDM4E inh – blocks human JMJD2E demethylase activity. B2RXH2. JMJD2E catalytic domain, FDH-coupled NADH fluorescence (FDH is formaldehyde dehydrogenase). Potency, µM (series often up to 57.1 µM), inactives show at the highest dose activity change, negative = inhibition, actives largely listed as inhibitors. hit rate 1.6% among 230,000. AID 2147; active means well fitted inhibition curve with a large enough effect, not every such curve was filed as active; inconclusive means small, poorly fitted or top-dose-only effect, or another doubt; inactive means no such curve, though single readings can be large or run the other way;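 further: 0% = wells with enzyme and -100% = buffer wells without enzyme; nearly all actives have a fitted effect of over 50% in size; many of its hits are not listed in these tables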
L3MBTL1 inh – L3MBTL1 (human) inhibition; Q9Y468; AlphaScreen L3MBTL1–H3K9me1 peptide binding; Potency, µM (doses to about 57.1 µM), for the others: top-dose activity, negative = inhibition, actives largely listed as inhibitors; hit rate 0.66% among 230,000; AID 485360; further: on the % scale 0 is the no-effect control and ±100 the full control effect; nearly all actives have a fitted effect of over 60% in size
Target sequence (Q9Y468 whole entry, looked up): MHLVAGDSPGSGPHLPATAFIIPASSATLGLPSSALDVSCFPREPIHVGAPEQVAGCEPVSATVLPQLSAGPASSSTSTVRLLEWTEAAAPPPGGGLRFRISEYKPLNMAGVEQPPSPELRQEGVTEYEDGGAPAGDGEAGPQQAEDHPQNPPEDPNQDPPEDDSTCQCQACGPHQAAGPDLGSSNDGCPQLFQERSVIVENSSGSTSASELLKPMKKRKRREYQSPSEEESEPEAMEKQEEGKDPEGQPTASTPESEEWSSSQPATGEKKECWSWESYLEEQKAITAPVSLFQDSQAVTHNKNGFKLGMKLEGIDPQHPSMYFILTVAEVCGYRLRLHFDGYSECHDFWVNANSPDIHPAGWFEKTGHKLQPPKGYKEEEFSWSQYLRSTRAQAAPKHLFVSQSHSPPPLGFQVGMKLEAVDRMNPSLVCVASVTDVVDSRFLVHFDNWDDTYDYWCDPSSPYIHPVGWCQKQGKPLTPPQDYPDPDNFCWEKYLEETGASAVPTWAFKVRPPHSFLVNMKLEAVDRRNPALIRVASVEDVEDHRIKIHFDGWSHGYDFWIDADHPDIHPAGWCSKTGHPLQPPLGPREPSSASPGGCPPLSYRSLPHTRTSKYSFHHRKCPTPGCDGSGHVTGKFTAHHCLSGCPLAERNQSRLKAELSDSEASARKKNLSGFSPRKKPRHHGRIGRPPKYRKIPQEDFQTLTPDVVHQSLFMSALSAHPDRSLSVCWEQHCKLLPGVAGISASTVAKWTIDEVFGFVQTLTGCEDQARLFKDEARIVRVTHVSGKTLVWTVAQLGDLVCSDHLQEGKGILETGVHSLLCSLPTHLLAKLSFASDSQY
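L3MBTL1 (50 nM) pre-complexed 30 min with biotinylated H3(1-15)K9me1 peptide (75 nM), then compounds added for 30 min at room temperature; AlphaScreen streptavidin donor/nickel chelate acceptor beads (10 ug/mL final) read after 30 min dark incubation.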
* marks the source's active call; other numbers are inactive results; i = inactive; ? = inconclusive; / = not tested or not shown; & = joins results of further samples; [ ] = remark or other dose. Unless noted, the call rests on the fitted dose curve; in most records, active means well fitted curve in the direction sought with a large enough effect; inconclusive means small, poorly fitted or top-dose-only effect, or another doubt; inactive means no such curve, though single readings can be large; an effect the other way counts as inactive or inconclusive. Potency means the concentration at half of the fitted maximal effect. Some of the compounds tested; count on the stated rates, not on these rows.

SMILES | Tau ThT inhib | LMNA splice mod | Luc counter | ALDH1A1 block | SMN2 splice enh | RECQ1 helicase | KDM4E inh | L3MBTL1 inh
COC(=O)c1ccc(NC(=O)Nc2cccc(F)c2)cc1 | ? | / | / | 1% | / | -10% | -5% | 7%
N#Cc1cccc(NC(=O)CSc2ccccc2)c1 | -8% | 3% | 2% | -11% | ? | i | 0% | 37%[activator][11.4 µM]
CCC1(C)Cc2c(sc3nnn(CC(=O)Nc4ccc(Cl)cc4)c(=O)c23)CO1 (stereo not given) | 3% | ? | -4% | 2% | -17% | -2% | 0% | -1%
C=CCC(C(=O)OC)(C(=O)OC)c1ccc([N+](=O)[O-])cc1[N+](=O)[O-] | 2% | 10%[46 µM] | -1% | -4% | -3% | i | -4% | -2%
O=C(CSc1nnnn1-c1ccccc1)Nc1ncc(Cc2ccccc2Cl)s1 | 0% | -5% | 3% | 11% | 9% | -1% | 9% | -13%
CCN(CC)CCCNC(=O)C1CCN(C(=O)c2cc3sccc3n2Cc2ccc(F)cc2)CC1 | -21% | 5% | -4% | ? | 22% | -4% | 2% | /
CCCCCNc1c(C(=O)OCC)c(=O)[nH]c2ccccc12 | -6% | -5% | -4% | -15% | -25% | -6% | 4% | 5%
COc1ccc(NC(=O)c2ccc3nccnc3c2)cc1 | ? | -8% | -9% | -11% | 13µM* | i | 6% | -2%
COc1ccc(Cl)c(N2CCN(CCCNC(=O)Nc3ccc(C)cc3)CC2)c1 | -18% | ? | 5% | -11% | -12% | i | -9% | /
COc1cc2cc(C(c3nnnn3C3CCCC3)N(C)C3CCCCC3)c(=O)[nH]c2cc1OC (stereo not given) | -15% | 5% | 2% | ? | 10% | -5% | ? | 5%[11.4 µM]
c1ccc(C(c2ccccc2)N2CCN(Cc3nnnn3C3CCCCC3)CC2)cc1 | ? | -19% | -3% | 7.9µM* | -15% | 0% | 6% | -2%
CSc1ccc(CNC(C)(C)CO)cc1 | 2% | / | 0% | 0% | 3% | i | 0% | 6%
COC(=O)[C@@H]1CCCN1C(=O)CCc1nnc(C2CCCCC2)o1 | -6% | 16%[46 µM] | -1% | -2% | / | -9% | -3% | 11%
CCCC(C(=O)NC(C)(C)C)N(CC1CCCO1)C(=O)c1snc(C(N)=O)c1N (stereo not given) | 6% | -7%[46 µM] | 3% | ? | 0% | -7% | ? | 4%
CCOC(=O)C(Sc1cc(C)nc(N)n1)C(C)=O (stereo not given) | -10% | -10% | -1% | -6% | 0% | i | -8% | /
CCN1C2=C(C(=O)CCC2)C(c2ccc(O)cc2)C2=C1CCCC2=O | -5% | -4% | -2% | ? | 17% | -14% | -30% | 6%
CNC(=O)[C@@H]1C[C@H]1[C@@H](NC(=O)OCc1ccccc1)c1ccccc1 | -2%&6% | ? | 1%&0% | 9%&1% | ? | -5% | 6%&6% | -3%
O=C1c2ccccc2C(=O)N1CCSC(=S)N1CCOCC1 | 7% | 4% | 1% | ? | ? | -10% | 2% | -11%
Cc1ccc(S(=O)(=O)c2ccc(Cl)cc2)cc1S(=O)(=O)NC(C)C(=O)O (stereo not given) | 9% | -10% | -1% | 14% | 11% | 0% | 14% | 13%
COc1ccc(S(=O)(=O)N2N=C(c3ccc(NS(C)(=O)=O)cc3)CC2c2ccco2)cc1 (stereo not given) | -15% | 9%[9.22 µM] | -2% | 22µM* | -14% | -19% | ? | /
O=C(CCC1CCCC1)Nc1ccc([N+](=O)[O-])cn1 | -14% | 3% | -3% | -7% | ? | 0% | 3% | 6%
COc1ccccc1NC(=O)Cn1cnc2sc(C(=O)NCc3ccco3)c(C)c2c1=O | -10% | 0% | -2% | -8% | 13% | -8% | 3% | -6%
O=C1CC(N2CCC(c3nc4ccccc4o3)CC2)C(=O)N1Cc1cccs1 (stereo not given) | -17% | -9% | 6% | ? | / | -1% | -2% | /
COc1cc([C@@H]2C[C@H]3CN(c4ccccc4)C(=O)[C@]34CCCN24)cc(OC)c1OC | -7% | / | / | 0% | / | i | -12% | 9%
Cc1ccc(C2CC(=O)Nc3c2ccc2ccccc32)cc1[N+](=O)[O-] (stereo not given) | -14% | ? | -2% | ? | -28% | -22% | 2% | -1%
Nc1ccccc1C(=O)NNC1=C(C(=O)C(F)(F)F)CCC1 | ? | / | / | / | / | -7% | ? | -6%
Cn1c(O)c(N=NC(=O)c2cc(-c3cccs3)nc3ccccc23)c2ccccc21 | ? | ? | -3% | ? | -27% | -3% | 12% | -4%
Cc1ccc(S(=O)(=O)Cc2ccc(C(=O)NCc3cccs3)o2)cc1 | -18% | -6% | 11% | ? | -38% | 0% | 0% | /
CCc1ccc(CN(C)Cc2nc(COc3ccccc3)no2)nc1 | -6% | ? | -3% | 6% | 0% | i | 3% | -15%
COc1ccc(Br)cc1CNc1ccc(S(N)(=O)=O)cc1 | -7% | ? | 1% | 1% | 11% | -8% | 10% | 2%
CCc1ccc(S(=O)(=O)NCC(O)COc2ccc(OC)cc2)cc1 (stereo not given) | 0% | 24%[46 µM] | / | ? | / | 0% | 6% | -4%
CCCN1CCN(CCCNC(=O)CN2C(=O)COc3ccccc32)CC1 | 12% | 5% | 0% | -1% | 1% | -9% | 12% | 3%
Cc1ccc(CNC(=O)c2ccc(Br)o2)cc1 | 8% | -4% | -6% | 16µM* | -5% | -11% | 6% | /
CC(=O)Nc1ccc(S(=O)(=O)N2CCC(n3cnc4cc(F)ccc43)CC2)cc1 | -8% | ? | 1% | 6% | -11% | -5% | 5% | 4%
Cn1c(-c2ccc(Br)o2)nc2cc(Br)ccc21 | ? | 9% | -27% | ? | 14µM* | -5% | -9% | -12%
COc1ccc(C(C(O)C(=O)c2c[nH]c3ccccc23)N2CCN(c3ccccc3)CC2)cc1 (stereo not given) | -17% | ? | 3% | ? | -5% | -8% | -7% | ?

Complete entries from above.
Listed for `CCCN1CCN(CCCNC(=O)CN2C(=O)COc3ccccc32)CC1` : Tau ThT inhib = 12%; LMNA splice mod = 5%; Luc counter = 0%; ALDH1A1 block = -1%; SMN2 splice enh = 1%; RECQ1 helicase = -9%; KDM4E inh = 12%; L3MBTL1 inh = 3%
Listed for `Cn1c(-c2ccc(Br)o2)nc2cc(Br)ccc21` : Tau ThT inhib = ?; LMNA splice mod = 9%; Luc counter = -27%; ALDH1A1 block = ?; SMN2 splice enh = 14µM*; RECQ1 helicase = -5%; KDM4E inh = -9%; L3MBTL1 inh = -12%

Later entries
SMILES | Tau ThT inhib | LMNA splice mod | Luc counter | ALDH1A1 block | SMN2 splice enh | RECQ1 helicase | KDM4E inh | L3MBTL1 inh
CC1=NN2C(=N)/C(=C\c3cc(C)n(-c4ccc(C)cc4)c3C)C(=O)N=C2S1 | ? | / | / | / | / | ? | -1% | -2%
Cc1c(C(=O)N2CCCC2)nnn1-c1nonc1N | -4% | 0% | 0% | 25µM* | 8% | -1% | 1% | 3%
CCCn1nc(C(=O)NC2CCCc3ccccc32)c2ccccc2c1=O (stereo not given) | -15% | -10% | 1% | ? | -24% | -7% | 2% | 14%
Cc1ccc(-c2nn3c(-c4ccco4)nnc3c3ccccc23)cc1S(=O)(=O)NCC1CCCO1 (stereo not given) | -7% | 7% | 0% | ? | -8% | -11% | 3% | 2%
O=C(Nc1nc2ccccc2[nH]1)c1ccc(S(=O)(=O)N2CCOCC2)cc1 | -2% | / | 1% | -1% | -24% | i | 1% | -10%
CCS(=O)(=O)Nc1cccc(-c2nc3cccnc3s2)c1C | -12% | ? | 5% | ? | -44%[inhibitor] | 0% | -16% | 1%
CC(=O)c1ccc(S(=O)(=O)N2CCCC2)cc1 | ? | 4% | -3% | ? | ? | i | 8% | /
CCC(C)Cn1c(C(C)O)nc2ccccc21 (stereo not given) | -4% | 1% | 23% | -9% | -26% | 9% | 0% | /
CN1Cc2c(N)cccc2C(c2ccccc2)C1 (stereo not given) | -4%&-1%&3% | ? | -2%&-4%&-2% | 14%&-13%&2% | -24%&-40%&-9% | 0%&-7%&-4% | -3%&-10%&2% | -8%
O=C(Nc1cccc(N2CCCC2)c1)c1cccs1 | ? | -11% | -4% | -7% | -22% | i | -12% | -15%
CCN(CC)C1=CC(=O)OC12CCCCC2 | 3% | -3% | -1% | 14µM* | -12% | 7% | -2% | 1%

Part of the list above, as comma-separated lines.
SMILES,Tau ThT inhib,LMNA splice mod,Luc counter,ALDH1A1 block,SMN2 splice enh,RECQ1 helicase,KDM4E inh,L3MBTL1 inh
Cc1c(C(=O)N2CCCC2)nnn1-c1nonc1N,-4%,0%,0%,25µM*,8%,-1%,1%,3%
COc1ccccc1NC(=O)Cn1cnc2sc(C(=O)NCc3ccco3)c(C)c2c1=O,-10%,0%,-2%,-8%,13%,-8%,3%,-6%
Cc1ccc(S(=O)(=O)c2ccc(Cl)cc2)cc1S(=O)(=O)NC(C)C(=O)O (stereo not given),9%,-10%,-1%,14%,11%,0%,14%,13%
O=C(CCC1CCCC1)Nc1ccc([N+](=O)[O-])cn1,-14%,3%,-3%,-7%,?,0%,3%,6%
CCCC(C(=O)NC(C)(C)C)N(CC1CCCO1)C(=O)c1snc(C(N)=O)c1N (stereo not given),6%,-7%[46 µM],3%,?,0%,-7%,?,4%
